# Screening results: PubChem, several laboratories
# LANA DNA inh: inhibitors of KSHV LANA C-terminal domain DNA binding. MBP-C-LANA/FAM-LBS DNA binding, fluorescence polarization. inhibition, % at 9 µM. 340,000 tested, 0.078% active. AID 504423;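 active means highest replicate inhibition at or above 60% at 9 µM, even if other replicates fall short; inactive means all replicates below 60% inhibition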;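 further: 0% = neutral control wells and 100% = 4 µM acridine orange control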
# RTF Ca sens inh: cardiac RTF calcium desensitization; P19429+P45379; IANBD-labeled cardiac RTF, Ca2+ fluorescence; inhibition, % at 7.15 µM; 340,000 tested, 0.12% active;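 active means inhibition above the mean inhibition of all tested compounds plus 3 SD, cut at about 17% in these data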;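 further: assay run at fixed EC70 calcium of 1.6 mM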
# NSD2 HMT inh: NSD2 (human) methyltransferase inhibition; O96028; NSD2 peptide methylation, AlphaScreen, 120 min; inhibition, % at 12.5 µM; 310,000 tested, 0.54% active; AID 743445; in the data active means inhibition above about 50%
# V-ATPase pH: regulators of yeast V-ATPase proton transport | S. cerevisiae, pHLuorin cytosolic pH fluorescence | response, % at 10 µM | 350,000 tested, 0.37% active | AID 504577; in the data active means response mostly above about 7.3%, no sharp cut-off; inactive means mostly below about 5.4%; further: actives read high; inactives centre near 0; some compounds called inactive have numbers as strong as hits
# Keap1 Nrf2 FP: disrupts human Keap1 binding to Nrf2 peptide; Q14145; Keap1 Kelch-Nrf2 peptide fluorescence polarization, 1536-well; inhibition, % at 9.4 µM; 340,000 tested, 0.15% active; in the data active means inhibition above about 12%;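 further: human Keap1 Kelch domain with fluorescein labeled Nrf2 9mer peptide probe; 0% = neutral control wells and 100% = peptide positive control; higher means more block of Keap1 binding to Nrf2 peptide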
# CAL PDZ FP-1: blocks peptide binding to human CAL PDZ domain; inhibition, % at 20 µM; purified CAL PDZ, TMR-peptide fluorescence polarization, 1 h; 330,000 tested, 0.02% active; AID 504414;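 active means highest replicate inhibition of at least 40%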;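 further: plate controls were DMSO neutral control wells for no effect and unlabeled competitor peptide control wells for full effect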
#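 Material – purified CerCALP PDZ construct · Detection – FP readout, S and P plane fluorescence · Measure – percent inhibition from loss of millipolarization · Controls – unlabelled peptide for full inhibition, DMSO wells as neutral · Probe or stimulus – TMR-labelled reporter peptide T*-PRC34 bound in PDZ groove · Times – 1 h at RT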
# CAL PDZ FP-2: inhibitors of human CAL PDZ peptide binding; inhibition, % at 24.9 µM; AID 602252; 300,000 tested, 0.92% active; purified CAL PDZ, TMR-peptide fluorescence polarization, 1 h;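 active means mean inhibition of at least 30% with at least half of replicates also reaching 30%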;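 further: 0% = DMSO neutral control and 100% = excess unlabeled competitor peptide PRC23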
# DAGLB inh: blocks human DAGLB lipase activity; AID 504411; inhibition, % at 5.17 µM; HEK293T DAGLB membrane lysate, EnzChek fluorogenic substrate; 340,000 tested, 0.059% active; Q8NCG7; in the data active means inhibition above about 34%;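 further: 0% = enzyme with vehicle and 100% = wells lacking enzyme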
# Target sequence (Q8NCG7 whole entry, looked up): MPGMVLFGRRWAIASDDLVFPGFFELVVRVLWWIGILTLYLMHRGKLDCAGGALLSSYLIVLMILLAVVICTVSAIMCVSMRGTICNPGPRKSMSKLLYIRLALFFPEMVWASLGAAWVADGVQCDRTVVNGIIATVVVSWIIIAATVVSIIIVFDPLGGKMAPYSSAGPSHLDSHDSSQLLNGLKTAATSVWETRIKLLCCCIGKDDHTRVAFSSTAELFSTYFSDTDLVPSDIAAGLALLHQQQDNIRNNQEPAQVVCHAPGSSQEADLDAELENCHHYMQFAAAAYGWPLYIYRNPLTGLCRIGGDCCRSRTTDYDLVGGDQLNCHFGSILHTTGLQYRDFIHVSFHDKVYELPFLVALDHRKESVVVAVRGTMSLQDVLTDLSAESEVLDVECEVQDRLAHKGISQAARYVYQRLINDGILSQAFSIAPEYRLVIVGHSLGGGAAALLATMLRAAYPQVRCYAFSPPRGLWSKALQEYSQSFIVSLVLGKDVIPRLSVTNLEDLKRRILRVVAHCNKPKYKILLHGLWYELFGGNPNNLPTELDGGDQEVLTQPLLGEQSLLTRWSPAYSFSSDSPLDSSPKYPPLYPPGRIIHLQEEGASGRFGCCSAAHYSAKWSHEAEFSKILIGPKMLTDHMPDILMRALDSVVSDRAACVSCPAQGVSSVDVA
# DSG3 Ab inh: inhibitors of pemphigus antibody binding to human desmoglein-3. DSG3-coupled beads, scFv-anti-DSG3-GFP binding, flow cytometry; hits give low values. 310,000 tested, 0.48% active. P32926. binding (percent of control), % at 10 µM;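 active means binding more than 3 SD below its plate's average and above zero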;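 further: hits lower antibody fragment binding to DSG3; some compounds called inactive have numbers as strong as hits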
# Arr AP2 block: blocks beta-arrestin peptide binding to AP2 adaptin. FITC-arrestin peptide / GST-AP2 beads, flow cytometry; AP2 beta2 appendage carries R879A mutation. inhibition, % at 10 µM. 340,000 tested, 0.31% active. AID 504490;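 active means inhibition above a set limit, near 3 SD of compounds lacking own fluorescence, cut at about 54% in these data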;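 further: plate controls were DMSO wells for no effect and 5 µM unlabelled arrestin peptide for full effect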
#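 System: GST-AP2 R879A bound to glutathione beads, E. coli-expressed. Also added: 50 nM FITC-arrestin peptide. Schedule: compound with beads 12 min RT, then probe 1 h RT. Signal: bead flow cytometry, FITC channel. Read-out basis: percent response.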
# * = called active by the depositor; . = not tested or not shown. The list is partial, so the mix of outcomes need not match the whole.
SMILES,LANA DNA inh,RTF Ca sens inh,NSD2 HMT inh,V-ATPase pH,Keap1 Nrf2 FP,CAL PDZ FP-1,CAL PDZ FP-2,DAGLB inh,DSG3 Ab inh,Arr AP2 block
CNC(=O)Nc1cc(NC(=O)NC)cc(C(F)(F)F)c1,-2.6,-5,-2,1,5,-0.8,.,0,108,0
O=S(=O)(Cc1ccccc1)N1CCN(Cc2c(F)cccc2Cl)CC1,0.0,-13,0,1,0,-1.2,2,-2,92,10
COc1cc(/C=C/C(=O)OCC(=O)NC(C)c2ccccc2)cc(OC)c1OC (centres undefined),-1.3,2,-1,-1,-2,-0.5,.,0,93,-5
COc1ccc(N2CCN(C(=O)c3cc(-c4cccs4)nc4ccccc34)CC2)cc1,-0.9,1,-2,-3,-5,-5.9,-2,-1,103,-3
CC(C)(Oc1ccc(Cl)cc1)C(=O)N1CCN(c2ccccn2)CC1,0.6,2,0,2,1,-0.8,0,-2,96,11
COc1ccc(C(C)=O)cc1COC(=O)c1cccnc1Cl,-0.9,-16,-3,1,-1,-1.0,.,-1,126,18
CCCCn1c(N)c(N(CCOC)C(=O)CCS(=O)(=O)c2ccc(Cl)cc2)c(=O)[nH]c1=O,1.6,-11,27,-7,-6,-2.3,2,-2,.,13
O=S(=O)(c1ccc2c(c1)OCCO2)N1CCC(n2cnc3cc(F)ccc32)CC1,0.4,-14,-2,-5,3,0.8,-3,1,.,11
COc1ccccc1OCCOCCN1CCCC1,-1.0,-10,3,-1,-2,-0.7,-1,-1,123,0
CC1Cc2ccccc2N1CC(=O)NC(=O)NC1CCCC1 (centres undefined),-0.9,15,9,2,-6,-2.0,-1,0,103,24
Cc1ccc(CN2CCC(n3nccc3NC(=O)C3CCOC3)CC2)cc1 (centres undefined),0.4,-4,-1,-2,-6,-2.0,-3,-1,.,-5
Cc1oc(-c2ccccc2Cl)nc1CS(=O)(=O)CC(=O)NC(C)c1ccccc1 (centres undefined),0.7,-6,.,-4,-3,-1.8,.,-1,79,-1
CCCC(=O)OCC(=O)Nc1ccc2[nH]c(=O)[nH]c2c1,0.1,-15,.,-1,-7,-0.6,.,1,103,-1
O=C(Cn1cnc2c(NCc3ccccc3)ncnc21)NCCCc1ccccc1,0.2,-1,.,1,0,0.2,-4,-1,102,-2
CCc1ccc(C(CC(=O)O)N2Cc3ccccc3C2=O)cc1 (centres undefined),-2.0,-7,0,5,5,0.6,-5,0,118,-6
COc1ccc(C2=NN(C(=O)c3ccco3)C(c3ccco3)C2)cc1OC (centres undefined),0.5,-11,2,3,2,-4.2,.,0,.,-13
COc1ccc(S(=O)(=O)N(CC(=O)NC2CC2)c2ccc(C)cc2)cc1,-0.6,-6,-4,-5,-3,-3.1,0,-1,87,-12
CCCCSC(=O)Nc1ccccc1,1.0,-2,-3,1,5,-1.2,-2,-10,101,2
CCOC(=O)Cn1cc(C#N)c(=O)[nH]c1=O,0.3,-6,-1,1,1,-0.6,.,-2,106,1
C/C(Cn1nc([N+](=O)[O-])cc1C)=N\NC(=O)c1ccc(C(C)(C)C)cc1,-0.5,-3,-5,0,-4,-2.7,-6,-6,95,11
O=C(COc1ccc(Nc2ccccc2)cc1)Nc1ccncc1,-0.1,6,-2,5,2,-2.4,-5,6,90,37
O=C(NCc1ccccc1)c1cccc(COc2cccc(Cl)c2)c1,0.1,1,27,-3,3,.,-7,-10,97,-4
COc1ccc(/C=C2/SC(=S)N(CC(=O)O)C2=O)cc1OCc1ccc(Cl)cc1,-0.1,-2,14,-2,-2,-2.2,-7,6,113,-9
O=C(Cn1c(=S)[nH]c2ccccc2c1=O)N1CCN(c2ccc(F)cc2)CC1,-0.6,-5,-1,-2,0,-0.4,1,8,.,-6
Cc1nc([N+](=O)[O-])cn1CC(O)c1ccc(F)cc1 (centres undefined),0.0,1,-1,8,-3,0.0,.,-2,112,10
CCOC(=O)CNC(=O)N1CCCC(C(=O)c2ccc3c(c2)OCO3)C1 (centres undefined),-0.1,-1,-2,-1,-2,-2.0,-2,0,104,-1
CCCCCC(=O)NC(=S)Nc1ccc(N2CCCCC2)c(Cl)c1,1.4,-3,-1,3,-1,-0.4,-2,-6,.,-2
CSc1ccc(NC(=O)NCc2cccnc2)cc1,-0.3,-1,0,1,-2,-2.3,-4,1,99,20
CCOC(=O)c1cnn(-c2nc(SC)nc3sc4c(c23)CCCC4)c1N,0.3,4,0,0,0,-1.1,3,-12,.,-1
COc1ccc(CCN2CC(C(=O)NCc3cc(C)on3)CCC2=O)cc1 (centres undefined),0.4,-15,16,6,-2,-3.2,-2,0,.,-6
CCCCNC(=O)CCC(=O)Nc1ccc2nc(N3CCC(C)CC3)cc(C)c2c1,0.5,9,-1,0,-3,-2.2,-4,2,97,26
CC(Sc1nnc(-c2cccnc2)o1)C(=O)NC1CCCC1 (centres undefined),1.2,-7,-2,0,-5,-1.7,-1,-1,99,-6
CC12CCCC(CC(=O)O)(C1)NC(=O)C2 (centres undefined),-0.6,-1,4,2,-2,-0.9,-3,0,64*,-4
CC/C(C)=N/Nc1nc2c(c(=O)[nH]c(=O)n2C)n1Cc1ccccc1,-1.8,-12,6,0,3,.,0,6,102,-1
COc1ccc(C(=O)NNC(=O)CSc2nnc(COc3ccccc3)n2C)cc1,-0.8,2,-1,2,-1,-0.4,-1,1,97,-8
CC[C@@]1(C(=O)OC)N[C@H](CN(C)C(=O)c2ccc(F)cc2)[C@@H]2C(=O)N(Cc3ccccc3)C(=O)[C@@H]21,-2.9,-3,.,0,-3,1.0,-1,2,105,2
Cc1cccc(OCC(=O)Nc2ccc3c(c2)nc(CCN2CCN(c4ccccn4)CC2)n3C)c1,-0.3,5,0,-1,1,-3.8,-5,-1,.,-7
CCCN(Cc1cc2cc(C)ccc2[nH]c1=O)C(=O)c1ccccn1,-0.5,-3,2,0,-3,-2.7,-4,1,87,-4
CCOC(=O)C1C(C(=O)OC)=C(C(=O)OC)c2ccccc2N1S(=O)(=O)C(F)(F)F (centres undefined),2.7,-7,.,-2,-5,1.4,1,-1,101,-6
O=c1[nH]nnc2c1sc1nc(N3CCOCC3)c3c(c12)CCCC3,3.3,-2,3,7,-5,-4.9,.,3,95,-8
COc1ccc2[nH]c3c(c2c1)CCN1C(=O)C(CC(=O)NCCCn2ccnc2)C[C@H](C(=O)N2CCCCC2)[C@@]31CCc1ccccc1 (some centres undefined),-0.2,-3,.,-2,-2,-0.7,-3,3,91,9
COc1ccc(C2CC(c3ccccc3)Nc3nc(NC(=O)c4cccs4)nn32)cc1 (centres undefined),-7.8,-3,1,4,2,-1.5,1,1,100,40
O=C(Nc1cccc2ccccc12)N1CCN(c2ccccc2)CC1,-1.1,2,-4,11,-1,0.2,-2,-1,80,13
CCN1CCN(CCCNC(=O)C2CCCN(c3nc4c(C)cc(C)cc4s3)C2)CC1 (centres undefined),-0.9,1,.,-2,-2,-0.6,-4,3,101,6
CCOC(=O)C[C@H]1c2cc(F)ccc2S(=O)(=O)N1C1CCCCC1,3.2,-4,.,1,0,-0.2,-2,-3,103,-2
CCOC(=O)c1ccccc1NC(=O)COC(=O)CCNS(=O)(=O)c1cccs1,0.4,-10,-2,1,-4,-2.0,-3,0,100,-5
O=C(NNC(=O)C1[C@H]2CCCC[C@@H]12)NC1CCCCC1 (some centres undefined),-2.0,4,-3,-6,-3,-0.8,-2,1,107,.
C=CCNC(=S)N1CCC(Cc2ccccc2)CC1,1.1,-5,3,5,-8,-2.5,.,-5,104,-10
CC1(C)Oc2ccc(C(=O)NC3CCCC3)cc2N(CC(=O)NC2CCCC2)C1=O,-0.4,-3,3,1,-1,-1.7,-5,1,101,29
COc1ccc2nc(NC(=O)c3sc4nc(C)cc(C)c4c3N)sc2c1,1.9,-8,4,-5,0,-2.9,-2,-1,74*,-14
O=C1CC(N(CCc2ccccc2)C(=S)Nc2ccccc2)C(=O)N1c1ccc(F)cc1 (centres undefined),-34,-9,-1,1,-1,0.4,.,-8,113,44
Cn1nnc(NC(=O)/C=C/c2ccco2)n1,.,.,-2,-1,.,.,.,.,99,3
CC(C)OC(=O)c1cccnc1N1CCN(c2cccc(Cl)c2)CC1,-0.1,5,-1,0,0,-1.5,-15,-13,165,1
O=C(c1ccccc1)c1c[nH]cc1-c1ccccc1,0.2,-3,-2,3,0,0.0,-4,-2,78,8
O=C(CSc1nc2ccccc2[nH]1)Nc1nc(-c2ccccc2)c(-c2ccccc2)o1,1.3,-8,3,0,-4,-0.1,0,2,97,6
Cc1ccc(C(=O)N2CCC3(CC2)NCCc2[nH]cnc23)cc1C,-0.5,-6,-4,-4,-3,-2.4,-2,1,.,12
CCN(CCCNC(=O)CCc1nc(-c2ccc(C)cc2)no1)c1cccc(C)c1,0.1,1,11,1,-1,0.3,0,-5,103,32
COc1cc(C(=O)N2CCN(C(=O)C(Cc3cc(C)ccc3C)NC(C)=O)CC2)cc(OC)c1OC (centres undefined),-0.1,-4,-1,2,-2,-0.8,-1,0,91,0
Cc1cccc(NS(=O)(=O)c2ccc(C)c(C(=O)N3CCN(C(=O)c4ccco4)CC3)c2)c1,-2.1,-6,1,1,-6,-0.6,-2,2,106,-3
CC(=O)N(Cc1ccccc1)Cc1cn(CCC#N)nc1-c1cccc([N+](=O)[O-])c1,-1.1,-10,-2,0,1,-3.7,-7,-1,100,36
C=CCNC(=O)c1cc(-c2cccnc2)nc2ccccc12,-1.0,-4,-2,4,-6,-0.2,-5,-2,117,6
O=c1[nH]c(SCc2ccccc2Cl)nc2c1cnn2-c1ccccc1,0.2,0,.,0,-4,-0.3,.,0,107,2
COc1ccc(N)cc1NC(=O)CN1CCCC1,-1.5,-4,4,2,-8,-1.8,.,-1,91,1

# Another view of some results above:
COc1ccc(N)cc1NC(=O)CN1CCCC1
  LANA DNA inh = -1.5	RTF Ca sens inh = -4	NSD2 HMT inh = 4	V-ATPase pH = 2	Keap1 Nrf2 FP = -8	CAL PDZ FP-1 = -1.8	CAL PDZ FP-2 = .	DAGLB inh = -1	DSG3 Ab inh = 91	Arr AP2 block = 1

Cn1nnc(NC(=O)/C=C/c2ccco2)n1
  LANA DNA inh = .	RTF Ca sens inh = .	NSD2 HMT inh = -2	V-ATPase pH = -1	Keap1 Nrf2 FP = .	CAL PDZ FP-1 = .	CAL PDZ FP-2 = .	DAGLB inh = .	DSG3 Ab inh = 99	Arr AP2 block = 3

O=C1CC(N(CCc2ccccc2)C(=S)Nc2ccccc2)C(=O)N1c1ccc(F)cc1 (centres undefined)
  LANA DNA inh = -34	RTF Ca sens inh = -9	NSD2 HMT inh = -1	V-ATPase pH = 1	Keap1 Nrf2 FP = -1	CAL PDZ FP-1 = 0.4	CAL PDZ FP-2 = .	DAGLB inh = -8	DSG3 Ab inh = 113	Arr AP2 block = 44

CCN(CCCNC(=O)CCc1nc(-c2ccc(C)cc2)no1)c1cccc(C)c1
  LANA DNA inh = 0.1	RTF Ca sens inh = 1	NSD2 HMT inh = 11	V-ATPase pH = 1	Keap1 Nrf2 FP = -1	CAL PDZ FP-1 = 0.3	CAL PDZ FP-2 = 0	DAGLB inh = -5	DSG3 Ab inh = 103	Arr AP2 block = 32
